ATXN viability – cell viability loss in ATXN counter-screen; 0.49% of 400,000 active; AID 651635; S2 cells (HEK-293 line with an ATXN2-luciferase reporter) viability, CellTiter-Fluor protease fluorescence, 24 h; Potency, µM (series often up to 56.7 µM), most hits filed as cytotoxic; note: potency is the fitted concentration of half-maximal effect; nearly all actives have a fitted effect of over 40% in size
HepG2 tox – counter-screen for TGF-b inhibitors: cytotoxicity in HepG2 cells; 0.76% of 410,000 active; HepG2 CAGA-GFP viability, ATP luminescence, 18 h; Potency, µM (doses to about 46.1 µM), for the others: at the highest dose activity change, negative = cytotoxicity, most hits filed as cytotoxic; note: potency is the fitted concentration of half-maximal effect; some results filed as inactive show a strong effect at the top dose
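HepG2 CAGA-GFP cells (1000/well, DMEM with 1% FBS) received compound, then TGF-beta at 500 pg/mL final, and were incubated 18 hours at 37 degrees C. Viability was read by CellTiter-Glo luminescence. Media-only wells were set as complete cell-killing and DMSO as no toxicity.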
IL1B secr inh – blocks inflammasome-driven IL-1 beta release | activity change, % at 57.5 µM | THP-1 LPS/ATP IL-1B secretion, AlphaLISA, 16 h; stronger effect = lower value | 4.7% of 360,000 active; in the data active = activity change below about -50%; inconclusive = mostly about -30% to -49%; note: % is set by controls: 0 for no effect and ±100 for the full control effect
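THP-1 cells pretreated 1 hr with compounds (up to 57.5 uM final), then stimulated with LPS (250 ng/mL final) plus ATP (1.25 mM final); secreted IL-1B measured by AlphaLISA after 16 hr, decreased signal indicating inhibition.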
MCF10A rereplic – DNA re-replication induction in MCF 10a cells; MCF 10A DNA re-replication, Hoechst nuclear intensity, 48 h; Potency, µM (series often up to 46.1 µM), inactives show at the highest dose activity, positive = re-replication, actives largely listed as activators; 2.9% of 350,000 active; note: potency is the fitted concentration of half-maximal effect; % of control where 0% means no effect; nearly all actives have a fitted effect of over 50% in size
A549 tox – kills or reduces viability of A549 cells in Nrf2 counter-screen; AID 504648; A549 ARE-Fluc cells, CellTiter-Fluor viability, 18-24 h; Potency, µM (series often up to 46 µM), without a hit: top-dose activity change, negative = cytotoxicity, most hits filed as inhibitors; 0.16% of 390,000 active; note: potency is the fitted concentration of half-maximal effect; % is set by controls: 0 for no effect and ±100 for the full control effect
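Cytotoxicity counterscreen: CellTiter-Fluor fluorescence was measured in A549 ARE_Fluc cells after 18-24 h of compound exposure in a concentration series. The subsequent BugLite luminescent read reports ARE-luciferase activity.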
ATXN2 expr inh – inhibitors of ATXN2 expression | HEK-293 ATXN2-luciferase reporter, luminescence, 24 h | Potency, µM (series often up to 57 µM), inactives show top-dose activity change, negative = inhibition, usual class: inhibitors | 0.72% of 360,000 active; note: potency is the fitted concentration of half-maximal effect; % is set by controls: 0 for no effect and ±100 for the full control effect; nearly all actives have a fitted effect of over 55% in size
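ATXN2-luciferase reporter cells (luciferase flanked by upstream and downstream ATXN2 gene portions) were treated 24 h at 37 °C with compounds at up to 57 uM. SteadyGlo luminescence gave expression; GF-AFC fluorescence gave viability.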
Nrf2 inh – blocks Nrf2 signaling | A549 ARE-Fluc reporter, luciferase luminescence, 18-24 h | AID 504444 | 2.1% of 360,000 active | Potency, µM (highest dose often 46 µM), for inactives: at the highest dose activity change, negative = inhibition, actives largely listed as inhibitors; note: potency is the fitted concentration of half-maximal effect; % is set by controls: 0 for no effect and ±100 for the full control effect; nearly all actives have a fitted effect of over 60% in size
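Nrf2 function is reported as luminescence of an ARE-controlled luciferase in A549 cells. Compounds were tested at several concentrations, and a CellTiter-Fluor read on the same wells flagged cytotoxicity.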
TGFb SMAD3 inh – blocks TGF-b signaling; AID 588855; 1.2% of 410,000 active; HepG2 CAGA-GFP TGF-b/SMAD3 reporter, GFP fluorescence, 18 h; TGF-beta stimulated, 500 pg/mL final; Potency, µM (top dose mostly 46.1 µM), for the others: at the top dose activity, negative = inhibition, hits mostly inhibitors; note: potency is the fitted concentration of half-maximal effect; % is set by controls: 0 for no effect and ±100 for the full control effect; nearly all actives have a fitted effect of over 65% in size
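Read-out: total well GFP (ex488/em500-530) summed from mean per-cell fluorescence. Cells: HEPG2 CAGA-GFP, 1% FBS DMEM, 18 h at 37 degrees C with 500 pg/mL final TGF-beta. Unstimulated wells served as the full-inhibition control; stimulated DMSO wells = 0%.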
Nrf2 activator – activators of Nrf2 (ARE) signaling | AREc32 ARE-luciferase reporter (MCF7-derived line), luminescence, 24 h | Potency, µM (titrated, usually from 46.1 µM), without a hit: at the top dose activation, hits mostly activators | 0.31% of 410,000 active | AID 624171; note: potency is the fitted concentration of half-maximal effect; % of control where 0% means no effect; nearly all actives have a fitted effect of over 65% in size
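Cells of the AREc32 ARE-luciferase line are plated in OPTI-MEM containing 5% FBS and left overnight at 37 deg C. Compounds are pinned in, incubation continues 24 hr, and firefly luciferase signal is then measured.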
The depositor's hits bear a star; i = inactive; ? = inconclusive; / = no result given; & = joins results of further samples; [ ] = remark or other dose. Unless noted, calls come from the whole dose curve; as a rule, active = well fitted curve in the direction sought with a large enough effect; inconclusive = small, poorly fitted or top-dose-only effect, or another doubt; inactive = no such curve, though single readings can be large; an effect the other way counts as inactive or inconclusive. Not a hit list; 8.8% or so of the library scored in one or more.

SMILES | ATXN viability | HepG2 tox | IL1B secr inh | MCF10A rereplic | A549 tox | ATXN2 expr inh | Nrf2 inh | TGFb SMAD3 inh | Nrf2 activator
O=C(Nc1ccc(F)c(F)c1)c1cc(S(=O)(=O)NC2CCCC2)ccc1F | / | -16% | / | / | 23% | / | / | ? | 0.6%
CCOC(=O)Nc1ccc2c(c1)N(C(=O)C(C)N1CCCC1)c1ccccc1CC2 (stereo not given) | i | -9% | -21 | ? | 0% | -14% | 11% | 3% | -0.1%
CCOC(=O)Cn1nnnc1C(C(C)C)N(Cc1cccs1)Cc1cc2cc(C)ccc2[nH]c1=O (stereo not given) | / | -66% | -1 | ? | ? | / | ? | ? | -0.4%
O=C(Nc1ccc(Cl)cc1)Nc1ccccc1C(=O)O | i | -72% | 0 | 25% | 0% | 19% | 23% | -26% | -1.7%
CCCCn1c(N)c(N(CC)C(=O)c2ccc(N3CCCC3=O)cc2)c(=O)[nH]c1=O | i | 4% | -1 | -15% | -1% | 22% | 3% | 4% | 0.3%
Cc1ccc2nc(Cl)c3cc(C(=O)NCCCN4CCCC4)sc3c2c1 | ? | -59% | -20 | ? | -1% | -20% | ? | ? | 22%
Cn1c(NC(=O)c2ccc3c(c2)OCO3)cc(=O)n(C)c1=O | i | -15% | 19 | 6% | 3% | 8% | -18% | -5% | 2.7%
COc1ccc(N(C(=O)C(C)C)S(=O)(=O)c2ccc3c(c2)n(C)c(=O)n3C)cc1 | i | -1% | -3 | ? | 0% | 5% | -10% | 0% | 3.6%
CC1C(=O)N2CCCc3cc(S(=O)(=O)NCc4ccccc4Cl)cc1c32 (stereo not given) | i | -7% | 42 | 13% | 2% | 4% | -14% | 3% | -0.6%
Cc1ccccc1CNC(=O)c1oc2c(c1C)-c1[nH]ncc1CC2 | / | -30% | / | / | -2% | / | -3% | 0% | 4.5%
COC(=O)c1ccccc1NC(=O)c1cc(C)nc2c1c(C)nn2-c1ccc(C)cc1 | i | 14% | / | / | -2% | 13% | ? | -1% | -0.1%
CCCCNS(=O)(=O)c1ccc2nc(SCC(=O)Nc3sccc3C#N)[nH]c2c1 | ? | -32% | 8 | ? | -7% | ? | ? | ? | 0.2%
CC(Oc1ccccc1)C(=O)Nc1nc2c(s1)C(=O)CC(C)(C)C2 (stereo not given) | i | -1% | -11 | 17% | -13% | 7% | -8% | -5% | -0.7%
CN1CCN(C(c2cccc(Br)c2)c2sc3nc(-c4ccco4)nn3c2O)CC1 (stereo not given) | i | -13% | / | / | -9% | -8% | / | -2% | 1.0%
COc1ccc(CC(=O)N2CCc3cc(OC)c(OC)cc3C2COc2ccc(OC)cc2)cc1 (stereo not given) | i | -52% | / | / | -6% | -4% | / | -4% | 3.3%
COC(=O)c1ccc(NC2(C#N)C(=O)Nc3ccccc32)cc1 (stereo not given) | i | -3% | 7 | ? | -7% | -5% | -15% | -8% | 8.7%
NC(=O)c1c(NC(=O)CSc2nnc(-c3ccco3)n2N)sc2c1CCCC2 | i | -2% | 13 | ? | -22% | 5% | ? | ? | 6.1%
Cc1cc(=O)[nH]c(N/N=C/c2ccccc2Cl)n1 | i | -17% | -14 | ? | 6% | / | 12% | -23% | 11%
COc1ccc(N2C(=O)CCC2=O)c(OC)c1 | i | 9% | 2 | 0% | 4% | -3% | -3% | -1% | -0.4%
COc1ccc(-n2c3c(cc(C(=O)NC4CCSC4=O)c2=O)C(=O)CC(C)(C)C3)cc1 (stereo not given) | i | 5% | 13 | -1% | -9% | 0% | -7% | 20% | 0.2%

The final four entries of the section above open the next one.
SMILES | ATXN viability | HepG2 tox | IL1B secr inh | MCF10A rereplic | A549 tox | ATXN2 expr inh | Nrf2 inh | TGFb SMAD3 inh | Nrf2 activator
NC(=O)c1c(NC(=O)CSc2nnc(-c3ccco3)n2N)sc2c1CCCC2 | i | -2% | 13 | ? | -22% | 5% | ? | ? | 6.1%
Cc1cc(=O)[nH]c(N/N=C/c2ccccc2Cl)n1 | i | -17% | -14 | ? | 6% | / | 12% | -23% | 11%
COc1ccc(N2C(=O)CCC2=O)c(OC)c1 | i | 9% | 2 | 0% | 4% | -3% | -3% | -1% | -0.4%
COc1ccc(-n2c3c(cc(C(=O)NC4CCSC4=O)c2=O)C(=O)CC(C)(C)C3)cc1 (stereo not given) | i | 5% | 13 | -1% | -9% | 0% | -7% | 20% | 0.2%
COC(=O)CSc1nc(NC#N)nc(NC(C)(C)C)n1 | i | 0% | 0 | 2% | 5% | / | 11% | 28% | -0.6%
CCC(=O)N[C@@H]1CC(C(C)(C)NC(=O)CC)CC=C1C (stereo not given in full) | i | -1% | 10 | 1% | -3% | -3% | 2% | 20% | -0.5%
Cc1cccc(NC(=O)C2CCN(S(=O)(=O)c3ccc(Cl)cc3)CC2)n1 | i | -1% | -1 | 3% | -7% | -16% | ? | -7% | 0.1%
O=C(C1CCN(S(=O)(=O)c2cccc3cccnc23)CC1)N1CCN(C2CCCCC2)CC1 | i | -21% | 6 | -4% | 8% | -13% | 6% | ? | 0.2%
COc1ccc(N2C(=O)C(CC(=O)Nc3ccc(Cl)cc3)N(Cc3ccc4c(c3)OCO4)C2=O)cc1 (stereo not given) | ? | -24% | / | / | 0% | -19% | -21% | -28% | 8.5%
CC1(C)CC(O)(CCNCc2ccc3c(c2)OCO3)CCO1 (stereo not given) | i | -3% | 0 | 1% | -2% | 2% | -5% | -1% | -0.3%
COc1cc(OC)cc(C(=O)N2CCC(N3CCCCCC3)CC2)c1 | i | -32% | -1 | 12% | / | -13% | 4% | 11% | -0.5%
Cc1ccc(S(=O)(=O)N2Cc3ccccc3CC2C(=O)NC(C)(C)C)cc1 (stereo not given) | i | -19% | -6 | -6% | 0% | -8% | -37% | ? | -0.4%
COCCCN(CC(=O)Nc1ccc(N2CCOCC2)cc1)S(=O)(=O)c1ccc(Cl)cc1 | i | -2% | 5 | 2% | 1% | -27% | -3% | 5% | 0.3%
COc1ccc(N(C(=O)COc2ccc(Br)cc2)S(=O)(=O)c2ccc(C)cc2)cc1 | i | -14% | / | / | 1% | 4% | -6% | 5% | 3.2%
C=CC[n+]1ccc2ccccc2c1C | i | 11% | -2 | -13% | 1% | -2%[11.3 µM] | 1% | 4% | 0.3%
COc1ccccc1OCC(=O)Nc1cc2c(cc1C(=O)O)OCCCO2 | i | -36% | 4 | -1% | -8% | -4% | 1% | -19% | 0.2%
CCOc1ccc(C(=O)NC2CCN(C(=O)NCc3ccccc3)CC2)cc1 | i | 5% | 16 | 15% | -1% | -4% | 3% | -3% | -0.7%
CCN(CC)CCCNC(=O)c1cn(C)c2ccc(S(=O)(=O)N(C)C3CCCCC3)cc2c1=O | i | 22%&2% | -1 | 5% | -2%&10% | -5%&-1% | 11%&2% | -7%&-4% | -0.9%&0.0%
O=C(CCc1ccc(S(=O)(=O)NCc2ccccc2)cc1)N1CCN(Cc2ccc3c(c2)OCO3)CC1 | i | -29% | ? | ? | -1% | -10% | / | 14% | 0.3%
CCCC1CCC(c2ccc(C(=O)NN)cc2)CC1 (stereo not given) | i | -42% | 26 | ? | 4% | ? | ? | 3% | 0.3%
COc1ccc(NC(=O)c2ccc3[nH]c(C)c(C)c3c2)cc1 | i | 9% | ? | -5% | -6% | 77%[activator] | 11% | 5% | -0.2%
Cc1c([N+](=O)[O-])cc(N2C(=O)C=CC2=O)cc1[N+](=O)[O-] | i | 0% | -15 | 0% | 0% | -7% | ? | 2% | -0.1%
Cc1cccc(C(=O)OC2CCOC2=O)c1O (stereo not given) | i | -11% | -9 | 12% | 5% | -13% | 3% | -5% | -0.2%
COCCn1c(SCc2ccccc2F)nc2ccccc2c1=O | i | 0% | 13 | -2% | -1% | 5% | 3% | 14% | -0.4%
CCOC(=O)C1CCCN(C(=O)c2ccc3sccc3c2)CC1 (stereo not given) | ? | 2% | 37 | / | / | 0% | / | -1% | 0.7%
COc1ccc(C2c3[nH]c4ccccc4c3CCN2CCCn2cccn2)c(C)c1C (stereo not given) | / | -1% | -21 | 26% | -7% | -18%[11.3 µM] | 5% | -7% | 5.2%
Cn1nnc(NC(=O)c2ccccc2)n1 | i | 8% | 10 | 11% | -2% | 8% | 5% | -7% | -0.2%

Arranged by molar mass (ascending): part of the list above
SMILES | ATXN viability | HepG2 tox | IL1B secr inh | MCF10A rereplic | A549 tox | ATXN2 expr inh | Nrf2 inh | TGFb SMAD3 inh | Nrf2 activator
Cn1nnc(NC(=O)c2ccccc2)n1 | i | 8% | 10 | 11% | -2% | 8% | 5% | -7% | -0.2%
CCCC1CCC(c2ccc(C(=O)NN)cc2)CC1 (stereo not given) | i | -42% | 26 | ? | 4% | ? | ? | 3% | 0.3%
COC(=O)c1ccc(NC2(C#N)C(=O)Nc3ccccc32)cc1 (stereo not given) | i | -3% | 7 | ? | -7% | -5% | -15% | -8% | 8.7%
COCCn1c(SCc2ccccc2F)nc2ccccc2c1=O | i | 0% | 13 | -2% | -1% | 5% | 3% | 14% | -0.4%
COc1cc(OC)cc(C(=O)N2CCC(N3CCCCCC3)CC2)c1 | i | -32% | -1 | 12% | / | -13% | 4% | 11% | -0.5%
